# Screening results as filed in PubChem BioAssay.
# ABHD4 inh: ABHD4 inhibitors, primary screen, biochemical, fluorescence polarization, mouse; 0.54% of 370,000 active; AID 720543, 2013; inhibition, % at 8.92 µM; (Lyso)-N-acylphosphatidylethanolamine lipase (Mus musculus), Q8VD66; purified mABHD4, FP-Rh probe fluorescence polarization;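 active means inhibition exceeding the mean over every tested compound plus 3 SD, cut at about 30% in these data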;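 further: 0% = plate median of compound wells and 100% = S159A mutant with DMSO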
#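 Test system: mABHD4 protein; Read-out basis: % inhibition; Incubation: 45 min + 60 min at 25 °C; Repeats: single replicate; Technique: fluorescence polarization with parallel and perpendicular emission, 525/598 nm; Compound: 8.92 µM, single dose; Benchmarks: full inhibition S159A mutant plus DMSO, zero as sample-well median.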
# PG9 binder: binders of HIV-1 gp120 antibody PG9, primary screen, biochemical, TR-FRET. HIV-1 gp120 / PG9 antibody interaction. TR-FRET gp120-PG9 antibody binding. inhibition, % at 6.7 µM. 0.43% of 360,000 active; in the data active means inhibition above about 8.5%
# DDE Tn7 FP inh: inhibitors of Tn7 peptide binding to fibrin DD(E), primary screen, biochemical, fluorescence polarization, human fibrin, Tn7 probe; Fibrinogen beta chain (Homo sapiens), P02675; FP displacement of FITC-Tn7 peptide from fibrin DD(E); 0% = median of compound wells per plate; inhibition, % at 8.3 µM; 0.13% of 370,000 active;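 active means inhibition above the mean of compounds falling within the control limits plus 3 SD of them, cut at about 14% in these data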;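 further: 0% = plate median of compound wells and 100% = 10 µM Aha-Tn7 peptide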
#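 Assay system: Fibrin-DD(E) protein isolated from polymerized human fibrin clots; read-out basis: percent inhibition; medium: Tris/NaCl/CaCl2 buffer, pH 7.8; signal: FP measurement; incubation: 10 min plus 3 h, room temperature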
# PRMT1 inh: PRMT1 methyltransferase inhibitors, primary screen, biochemical, fluorescence polarization; Protein arginine N-methyltransferase 1 (Homo sapiens), Q99873; recombinant PRMT1, activity-based probe fluorescence polarization; inhibition, % at 2.79 µM; 1.3% of 370,000 active; AID 652257, 2013;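 active means inhibition above about 21% made by adding two undisclosed values, limit read from the data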
# Target sequence (Q99873 whole entry, looked up): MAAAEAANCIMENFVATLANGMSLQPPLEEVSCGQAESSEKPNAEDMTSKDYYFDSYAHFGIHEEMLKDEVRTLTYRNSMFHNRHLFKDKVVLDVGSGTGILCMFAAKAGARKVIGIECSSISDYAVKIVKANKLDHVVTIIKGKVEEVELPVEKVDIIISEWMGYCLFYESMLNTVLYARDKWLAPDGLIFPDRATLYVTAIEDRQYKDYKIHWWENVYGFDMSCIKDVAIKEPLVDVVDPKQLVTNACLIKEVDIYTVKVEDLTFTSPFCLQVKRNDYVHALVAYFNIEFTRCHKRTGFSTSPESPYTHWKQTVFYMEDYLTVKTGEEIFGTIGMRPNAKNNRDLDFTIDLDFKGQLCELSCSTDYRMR
# TCR CD3 inh: inhibitors of human TCR-CD3 interaction, primary screen, biochemical, fluorescence, TAMRA-labeled TCR probe | inhibition, % at 9.4 µM | T-cell receptor (TCR) | AID 651800, 2012 | 0.37% of 360,000 active; in the data active means inhibition above about 19%;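 further: recombinant mutant TCR 2C K166C tagged with TAMRA read by polarization; 0% = receptor in buffer alone and 100% = receptor with positive control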
# TDP2 inh: human TDP2 enzyme inhibitors, primary screen, biochemical, epi absorbance, recombinant enzyme; Tyrosyl-DNA phosphodiesterase 2 (Homo sapiens), O95551; T5PNP hydrolysis, p-nitrophenol absorbance 415 nm; inhibition, % at 12.8 µM; 0.34% of 370,000 active; AID 720702, 2013;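 active means inhibition above the mean of all tested compounds plus 3 SD, set per campaign, cut at about 25% in these data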;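 further: 0% = DMSO with enzyme and 100% = buffer with substrate but no TDP2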
#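 Test system: human TDP2 enzyme; Input: 120 nM TDP2 per well; Buffer or medium: Mg2+-containing Tris-HCl buffer, pH 7.5; Reagent: 5 mM T5PNP; Dosing: 12.8 µM single point, 1% DMSO; Incubation: reaction 2 h, 37 °C; Detection: p-Nitrophenol epi absorbance; Read-out: % inhibition relative to enzyme-containing and enzyme-free wells; Replicates: single well per compound.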
# SIAE primary: human SIAE inhibitors, primary screen, biochemical, fluorescence polarization, FP-Rh probe, 1536-well HTS | SIAE FP-Rh probe binding | inhibition, % at 9.66 µM | 0.69% of 370,000 active;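 active means inhibition above a cutoff: mean of compounds within the control limits plus 3 SD of those, cut at about 17% in these data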;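 further: 0% = plate median of compound wells and 100% = probe without SIAE protein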
# HTRA1 inhibitor: HTRA1 serine protease inhibitors, primary screen, biochemical, fluorescence polarization, HTS; inhibition, % at 5.96 µM; AID 504803, 2011; recombinant HTRA1, FP-rhodamine activity-based probe; 0.5% of 340,000 active; Q92743; in the data active means inhibition above about 36%;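 further: 0% = enzyme with DMSO and 100% = wells lacking enzyme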
# Target sequence (Q92743 whole entry, looked up): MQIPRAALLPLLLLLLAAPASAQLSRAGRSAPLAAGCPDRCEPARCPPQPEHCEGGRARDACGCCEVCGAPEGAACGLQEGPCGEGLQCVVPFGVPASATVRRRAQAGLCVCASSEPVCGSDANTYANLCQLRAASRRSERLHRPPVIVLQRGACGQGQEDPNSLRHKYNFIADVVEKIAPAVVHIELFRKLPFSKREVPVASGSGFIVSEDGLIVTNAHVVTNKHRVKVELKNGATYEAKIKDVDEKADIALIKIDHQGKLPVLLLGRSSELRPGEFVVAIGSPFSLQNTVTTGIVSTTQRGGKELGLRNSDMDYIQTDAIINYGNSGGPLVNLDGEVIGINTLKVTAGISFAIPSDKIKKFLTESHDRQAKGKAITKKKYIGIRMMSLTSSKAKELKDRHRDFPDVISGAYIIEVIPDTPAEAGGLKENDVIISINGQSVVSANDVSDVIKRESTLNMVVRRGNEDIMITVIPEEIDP
# UHRF1 MBD2 ctr: UHRF1 methylated DNA binding inhibitors, primary screen, counter-screen for MBD2 inhibitor project, biochemical, TR-FRET, human UHRF1, single concentration; E3 ubiquitin-protein ligase UHRF1 (Homo sapiens), Q96T88; UHRF1 binding to methylated oligo; inhibition, % at 4.4 µM; 0.75% of 370,000 active; AID 687016, 2013; in the data active means inhibition above about 21%;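 further: UHRF1 SRA domain binding a hemimethylated CpG hairpin DNA probe; 0% = median of test compound wells and 100% = reference inhibitor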
# LEDGF integ inh: blockers of LEDGF/p75-dependent integrase strand transfer – biochemical, TR-FRET, high throughput, primary screen; HIV-1 integrase (with human LEDGF/p75); TR-FRET IN-LEDGF/p75 DNA integration, Eu/Cy5; inhibition, % at 3.7 µM; 0.64% of 370,000 active;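 active means inhibition above the screen-wide mean plus 3 SD, cut at about 13% in these data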;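 further: signal is the Cy5 over europium emission ratio at 671 and 618 nm; 0% = plate median of compound wells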
# Active calls of the source: *; nt = not tested or not shown.
SMILES,ABHD4 inh,PG9 binder,DDE Tn7 FP inh,PRMT1 inh,TCR CD3 inh,TDP2 inh,SIAE primary,HTRA1 inhibitor,UHRF1 MBD2 ctr,LEDGF integ inh
COc1ccc(/C=C\C(=O)NCc2ccc3c(c2)cc(C)n3C)cc1OC,-18,1.0,-1,2,18,-5,-8,1,-5,6
CC(CCc1ccco1)NC(=O)Cn1ncc2c1-c1ccccc1OC2 (centres undefined),2,0.9,4,5,2,11,12,1,-1,0
COc1ccccc1-n1cc(CN2CCCC(CO)(Cc3cccc(Cl)c3)C2)cn1 (centres undefined),1,-2.0,-6,-4,1,-8,5,-1,-1,4
CCOC(=O)/C=C/c1ccc2oc3ccccc3c(=O)c2c1,6,-1.6,-2,-3,2,-1,-8,-13,-2,3
O=[N+]([O-])c1ccccc1OCCCOc1cccc2cccnc12,-10,0.7,6,3,-8,-3,-13,-10,3,1
O=C(CNC1CCCCC1)Nc1cc(S(=O)(=O)N2CCOCC2)ccc1Cl,-2,1.1,-3,2,6,10,-7,0,-2,-1
c1csc(Cn2c(-c3cccs3)nc3ccccc32)c1,2,1.4,-1,4,-2,3,-5,-5,1,6
Cc1ccc2cc(CN(Cc3ccco3)C(=O)NC3CCCCC3)c(=O)[nH]c2c1C,4,1.4,-1,-2,-2,8,-2,-14,-3,1
COC(=O)CCc1nc2ccccc2nc1OC,4,1.7,3,1,-1,3,-1,-1,-1,-1
O=S(=O)(NCCN1CCOCC1)c1ccc(F)c(Cl)c1,2,1.8,5,5,-6,-2,-1,0,2,-2
COC(=O)[C@H](CC(C)C)N(Cc1cn(CC2CCCCC2)nn1)S(=O)(=O)c1ccc(F)cc1Br,7,nt,5,-2,nt,-1,4,nt,21*,3
O=C(CSc1nnc(-c2c[nH]c3ccccc23)o1)c1ccc(-c2ccccc2)cc1,2,18*,1,-1,-4,9,-10,-15,1,2
C/C(=N/OC(=O)c1cccc(C(F)(F)F)c1)c1cnccn1,4,0.3,-9,-3,-2,-2,-6,0,-2,-2
O=C(CNC(=O)c1cccs1)N/N=C/c1c[nH]c2ccccc12,2,-3.3,-1,-4,2,-8,2,2,-2,0
CCN(CC)Cc1c(C(=O)N/N=C/c2ccc(OCc3ccccc3C)cc2)nnn1-c1nonc1N,-3,-2.3,-7,-2,0,5,5,-11,-1,4
COc1ccncc1-c1csc(C(O)c2ccccc2)n1 (centres undefined),-3,-0.4,6,-1,4,10,4,nt,-2,3
CC(=O)Nc1ccc(S(=O)(=O)Nc2cccc3cccnc23)cc1,-14,-0.9,2,-3,-6,-14,-5,1,1,-44
Cc1cc(NC(=O)c2ccc(C)c(C)c2)no1,-3,-0.1,1,0,1,-1,-3,-8,-1,-2
CCCCOC(=O)C1=C(C)N(C)C(=O)NC1c1cc2c(cc1Br)OCO2 (centres undefined),-11,0.0,1,-1,0,3,-2,-8,7,4
C/C(Cl)=C/Cn1c(N2CCCC2)nc2c1c(=O)[nH]c(=O)n2C,5,-1.1,7,-4,5,-1,1,-1,-3,3
COC[C@@H](O)[C@H]1OCc2cccc(OC)c2[C@@H]1/C=C/c1ccccc1,-8,nt,-9,-2,nt,-4,-13,nt,3,1
CCCSC1=NN2CCCC(=O)N=C2S1,3,0.7,-7,-2,-5,-10,-1,-1,1,-2
CC(C)Cn1c(CCCNC(=O)c2ccco2)nc2ccccc21,6,-1.0,-1,3,0,-9,-2,2,-1,-5
Cc1nnc(NC(=O)CSc2nccn2-c2cccc(C)c2C)s1,2,1.3,6,-1,2,2,0,9,0,-1
CCC/C=C(\CCC)C(NC(=O)c1ccc(C(=O)OC)cc1)c1ccc(C(=O)OC)cc1 (centres undefined),-3,-1.4,1,0,6,7,-9,nt,-2,0
COc1ccc(OC)c(C2=NS(=O)(=O)N(C)C(C(=O)Nc3ccc(C(C)=O)cc3)=C2)c1,-4,-1.5,2,-4,0,-5,-3,-14,-1,3
CC(=C/C(=O)O)/C=C/c1ccco1,10,-1.0,-7,0,-1,-3,5,0,1,8
Clc1cccc(CON/C=N/c2ncnc3sccc23)c1,-23,0.1,-10,-5,-6,-21,-16,-17,1,-6
Cn1c(=O)c(C(=O)Nc2ccccn2)c(O)c2ccccc21,-8,2.3,-8,0,4,5,2,-1,-2,0
CC1=C(C#N)C(=O)NC(=O)/C1=C/c1ccc(-c2ccc(S(N)(=O)=O)cc2)o1,0,-2.7,3,13,-8,-2,-4,-15,1,1
O=C(NC(=S)N1CCN(C2CCCCC2)CC1)c1ccccc1,1,-1.3,4,1,2,4,5,0,1,0
COc1cccc(C(C2=C(O)CC(C)(C)CC2=O)C2C(=O)CC(C)(C)CC2=O)c1 (centres undefined),-3,1.1,-2,4,-7,-4,-2,7,-1,1
COc1ccc(S(=O)(=O)N2CCC(C(=O)NCCC(=O)Nc3nccs3)CC2)cc1,-13,0.0,2,9,-1,-12,-3,0,7,-1
Cc1noc(C)c1COC(=O)c1cc2c3ccccc3n(C)c2s1,-18,0.2,4,-2,4,12,-1,-31,-10,2
O=C(CCSCc1ccccc1Cl)N1CCN(c2ccccn2)CC1,2,-1.9,-4,2,-1,-6,3,-10,-1,2
O=C(COC(=O)c1ccccc1Br)Nc1cc(S(=O)(=O)N2CCOCC2)ccc1N1CCCC1,-1,-4.3,4,-1,-1,-12,2,0,9,4
C[C@H]1[C@@H](NC(=O)c2ccc(C(C)(C)C)cc2)CC[C@@]23CCCN2C(=O)CCC[C@@H]13,6,nt,-2,3,nt,-7,-7,nt,2,0
COc1cc(CN2CCN(C(=O)c3ccccc3F)CC2)cc(OC)c1OC,-1,-2.0,7,-4,10,21,4,7,-1,4
CC1CCN(c2c(NCC3CCC(C(=O)NCCc4ccccc4)CC3)c(=O)c2=O)CC1 (centres undefined),-1,-1.4,-3,6,-8,0,2,-2,1,-5
CCc1ccc(/C=C2/SC(=S)N(CCC(=O)Nc3ccc(C(=O)O)cc3)C2=O)cc1,-8,-3.0,0,-1,-1,14,2,-4,0,-5
Cc1ccc(C(=O)c2ccc(N3CCOCC3)c(F)c2)cc1,-2,1.3,-9,0,5,-1,3,-8,-4,-2
O=C(CNc1ccc2ccccc2c1)N/N=C/c1ccccn1,39*,-3.3,-4,4,-2,11,15,nt,-6,2
CCCCCC(O)(c1ccc(OC)cc1)C(CN1CCOCC1)c1ccccc1 (centres undefined),4,-0.5,5,3,-2,-1,-4,-11,0,-1
Cc1noc(C)c1CSc1ccc(Br)cc1,4,-1.9,-3,-3,3,-2,-4,-1,3,-2
O=C(NC1CCCCC1)C(C1CC1)n1c(=O)c(-c2cc3ccccc3[nH]2)nc2ccccc21 (centres undefined),-21,1.6,1,1,8,0,-9,nt,-2,-4
COc1cc(OC)cc(-c2c(C#Cc3ccsc3)c3cc(-c4ccccc4OC)ccc3n2C)c1,15,-6.0,0,-1,-1,-8,-3,0,-1,-3
CC1(c2cccc(Br)c2)NC(=O)NC1=O (centres undefined),3,-1.2,-6,-1,-2,-7,-8,0,-1,2
Cc1ccc(C(=O)NC2CC3CCC(C2)N3C)cc1 (centres undefined),8,-0.1,-7,1,-5,4,1,1,10,0
CCOc1ccc(C(C)=O)cc1Cn1c(=O)oc2ccccc21,-5,-1.8,4,5,-7,-6,-1,-12,2,1
N#CC(c1cccc(Cl)c1)c1ncc(C(F)(F)F)cc1Cl (centres undefined),-4,-1.0,2,4,1,6,-2,-9,11,2

# New compounds follow
SMILES,ABHD4 inh,PG9 binder,DDE Tn7 FP inh,PRMT1 inh,TCR CD3 inh,TDP2 inh,SIAE primary,HTRA1 inhibitor,UHRF1 MBD2 ctr,LEDGF integ inh
O=[N+]([O-])c1cccc(S(=O)(=O)NCc2ccccn2)c1,1,-0.5,1,3,-10,-7,0,3,2,-6
O=C(Cc1ccccc1)N/N=C/c1ccc(-c2ccc([N+](=O)[O-])cc2)o1,3,-0.8,-1,-2,6,6,4,2,0,1
CCOC(=O)N1CCN(C(=O)/C=C/c2ccc(OC)cc2)CC1,-19,-3.3,5,2,-3,13,2,2,6,-3
Cc1ccc(CN2CC(N3CC=CC3)CS2(=O)=O)cc1 (centres undefined),-6,-1.4,-2,2,-8,-2,4,nt,4,-5
C[C@@H]1CCCCO[C@@H](CN(C)S(=O)(=O)c2ccc(F)cc2)[C@@H](C)CN([C@H](C)CO)C(=O)c2cc(NC(=O)c3ccccc3)ccc2O1,28,0.2,5,0,-10,3,-1,-46,-1,-7
Cc1cc[n+](CC(=O)c2cc3ccccc3oc2=O)cc1,11,0.3,-3,3,0,1,2,2,-1,-2
Cc1cc2oc(=O)cc(CSc3nc(N)cc(N)n3)c2cc1C(C)C,-6,1.2,3,0,3,-1,-1,-17,-1,1
COc1cccc(NC(=O)CSc2ncnc3c2oc2ccccc23)c1,4,69*,0,1,-2,1,-6,-5,-1,-2
CNC(=O)C1CCC(=O)N1Cc1c[nH]c2ccccc12 (centres undefined),3,0.2,-1,0,6,5,1,nt,-2,3
CC(C)C[C@H]1CN(CCCC[C@@H]2CNC(=O)C(=O)N2CCc2ccccc2)C(=O)C(=O)N1CCc1ccccc1,-5,0.6,-5,-3,1,0,2,nt,-3,-4
CCN(CC)C(=O)CSc1nnc(-c2ccccn2)n1-c1ccccc1OC,-3,0.1,-7,-3,0,-2,3,3,-1,1
CCn1nc(C)c(CNC(=O)c2cc(COc3ccc(F)cc3Cl)on2)c1C,8,-0.1,10,2,-6,2,-1,-4,-1,-6

# Gathered by group: the compounds so far containing a COOH group
SMILES,ABHD4 inh,PG9 binder,DDE Tn7 FP inh,PRMT1 inh,TCR CD3 inh,TDP2 inh,SIAE primary,HTRA1 inhibitor,UHRF1 MBD2 ctr,LEDGF integ inh
CC(=C/C(=O)O)/C=C/c1ccco1,10,-1.0,-7,0,-1,-3,5,0,1,8
CCc1ccc(/C=C2/SC(=S)N(CCC(=O)Nc3ccc(C(=O)O)cc3)C2=O)cc1,-8,-3.0,0,-1,-1,14,2,-4,0,-5
